NFkB transloc pot: enhances IL-1B driven NFkB nuclear translocation; actives 0.3% (n = 94,000); activation, % at 2 µM; AID 819; HUVEC IL-1B NFkB p65 nuclear translocation imaging;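 active = activation above 40%, about the mean plus 3 SD, also judged a hit on visual image review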;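 note: percent activation is computed from the nuclear over cytoplasmic p65 intensity ratio; values of inactives mirror those of a sister screen read the other way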
Bcl-B TR3 displacers: displacers of TR3 peptide from Bcl-B, primary screen, selectivity assay for Bfl-1 inhibitor project, biochemical, fluorescence polarization. displacement, % at 20 µM; hits with a dose series show IC50 in µM. FP displacement of FITC-TR3 peptide from Bcl-B; higher % means a stronger effect. actives 0.11% (n = 96,000);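 active = displacement above 50% at 20 µM plus a fluorescence interference ratio under 1.5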;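 note: plate controls were wells without compound for no effect and wells lacking Bcl-B protein for full effect; a part of the inactive calls stands beside numbers as strong as those of hits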
NFkB transloc inh: blocks IL-1B driven NFkB nuclear translocation in HUVEC cells; HUVEC IL-1B NFkB p65 nuclear translocation imaging; actives 0.43% (n = 94,000); inhibition, % at 2 µM;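 active = inhibition above about 30% together with a positive call from visual inspection of the well image, limit read from the data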;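 note: nuclear over cytoplasmic p65 intensity ratio measured by imaging; 0% = IL-1B stimulated DMSO wells and 100% = unstimulated DMSO wells; values of inactives mirror those of a sister screen read the other way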
PLAP inhibitors HTS: inhibition of human placental alkaline phosphatase – biochemical, luminescence, HTS (AID 690); purified PLAP, luminescent substrate; higher % means a stronger effect; actives 0.08% (n = 96,000); inhibition, % at 20 µM; hits with a dose series show IC50 in µM; in the data active = a potency from the dose series; inactive = the rest, 99 in 100 with inhibition below about 30%; note: strong numbers were not always called active
MRP reversal: reverses drug resistance mediated by MRP | differential viability (reversal), % at 10 µM | actives 0.04% (n = 85,000) | AID 602 | H69AR cells + 2 uM doxorubicin, CellTiter-Glo, 72 h;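 active = viability drop by adding the cancer drug above about 55%, with treated viability meeting a 40% cutoff, limit read from the data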;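 note: viability without doxorubicin minus viability with 2 µM doxorubicin for each compound; larger differential means the compound sensitizes cells more to doxorubicin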
MRP reversal cytotoxicity: also measured in MRP reversal; calls as there; viability, %; H69AR cells, CellTiter-Glo, 72 h; measured here: cytotoxicity without doxorubicin
MRP reversal with doxorubicin: second read-out of MRP reversal, no call of its own (marks repeat the call); viability, %; measured here: viability with 2 uM doxorubicin; active compounds read low
NFkB transloc inh cell count 2 µM: recorded beside NFkB transloc inh, whose call it bears; cell count; measured here: cells passing quality filter;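 raw number of nuclei counted in each imaged well without normalization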
NFkB transloc pot cell count 2 µM: further read-out of NFkB transloc pot, marked with its call; cell count; measured here: cells passing quality filter
Numbers without * were called inactive; nt = no result given. An excerpt. The share of hits here may be higher or lower than overall.

SMILES | NFkB transloc pot | NFkB transloc pot cell count 2 µM | Bcl-B TR3 displacers | NFkB transloc inh | NFkB transloc inh cell count 2 µM | PLAP inhibitors HTS | MRP reversal | MRP reversal cytotoxicity | MRP reversal with doxorubicin
Cn1c(SCc2nc(-c3ccccc3)no2)nnc1-c1ccco1 | -5 | 155 | 0% | 5 | 155 | 8% | 6 | 103 | 97
Cc1cc(C)c2nc(NC(=O)C3CCCO3)sc2c1 (configuration not stated) | 0 | 218 | -6% | 0 | 218 | 19% | 11 | 99 | 88
COc1c2ccoc2nc2c(OC)cccc12 | 18 | 157 | -4% | -18 | 157 | 1% | 10 | 98 | 88
Cc1ccc2c(c1)NC(=O)C(CC(=O)NCc1cccnc1)O2 (configuration not stated) | 25 | 198 | 1% | -25 | 198 | 4% | 6 | 96 | 91
Cc1nn(C)c(C)c1NC(=O)Nc1cccc(C(F)(F)F)c1 | 6 | 131 | 4% | -6 | 131 | 12% | nt | nt | nt
COc1cccc(C(c2c(O)nc(SC)n(C)c2=O)c2c(O)nc(SC)n(C)c2=O)c1 | 10 | 97 | 23% | -10 | 97 | -8% | nt | nt | nt
COc1ccc(OC)c(-c2cc(C(=O)Nc3cc(C)n(Cc4ccc(Cl)cc4)n3)no2)c1 | -3 | 94 | 17% | 3 | 94 | -8% | 2 | 101 | 98
Cc1c(/C=N/n2cnnc2)c2ccccc2n1CCOc1ccc(Cl)cc1 | 32 | 124 | -34% | -32 | 124 | 7% | 2 | 51 | 49
Cc1c(/C(Cc2ccccc2)=N/O)c2ccccc2n1C | -11 | 102 | nt | 11 | 102 | nt | 7 | 88 | 81
O=C(CSc1nc(O)c(Cc2ccccc2)c(=O)n1-c1ccccc1)N1CCOCC1 | -3 | 201 | 2% | 3 | 201 | -34% | -16 | 102 | 119
CC(=O)Oc1ccc(Oc2ccc(-c3noc(C)n3)cc2)cc1 | 30 | 130 | -7% | -30 | 130 | 0% | 4 | 102 | 98
COc1ccc(Cc2nnc(NC(=O)CSc3ccc(C)cc3)s2)cc1OC | -10 | 137 | -5% | 10 | 137 | -27% | nt | nt | nt
CCN(CC)S(=O)(=O)c1ccc(C(=O)Nc2nnc(C(C)C)s2)cc1 | -8 | 165 | -7% | 8 | 165 | 3% | 8 | 94 | 86
Cc1ccccc1-c1nc(-c2ccc(NC(=O)c3ccc4c(c3)OCO4)cc2)no1 | 16 | 182 | 2% | -16 | 182 | -29% | 10 | 28 | 18
CNCCOc1ccccc1-c1ccccc1 | -15 | 126 | 1% | 15 | 126 | 1% | 11 | 96 | 84
COc1ccc(/C(O)=C2\C(=O)C(=O)N(c3cc(C)on3)C2c2cccc(OC)c2OC)cc1C (configuration not stated) | 31 | 129 | -2% | -32 | 129 | 6% | -8 | 74 | 82
COc1ccc2nc(-n3c(C)ccc3C)sc2c1 | 3 | 95 | -10% | -3 | 95 | -7% | -7 | 95 | 102
CC1CCCCN1C(=O)COC(=O)c1n[nH]c2ccccc12 (configuration not stated) | 1 | 179 | 12% | -1 | 179 | -83% | 1 | 94 | 93
CCOC(=O)c1ccc(NC(=O)Nc2c(C)nn(C)c2C)cc1 | 4 | 138 | -8% | -4 | 138 | 9% | -11 | 101 | 112
CCN1CCN(C(=O)Cn2ncc3ccsc3c2=O)CC1 | 4 | 51 | -1% | -4 | 51 | 14% | 13 | 103 | 90

Among those listed so far, these contain an aryl thioether with sulfur outside any ring:
SMILES | NFkB transloc pot | NFkB transloc pot cell count 2 µM | Bcl-B TR3 displacers | NFkB transloc inh | NFkB transloc inh cell count 2 µM | PLAP inhibitors HTS | MRP reversal | MRP reversal cytotoxicity | MRP reversal with doxorubicin
Cn1c(SCc2nc(-c3ccccc3)no2)nnc1-c1ccco1 | -5 | 155 | 0% | 5 | 155 | 8% | 6 | 103 | 97
COc1cccc(C(c2c(O)nc(SC)n(C)c2=O)c2c(O)nc(SC)n(C)c2=O)c1 | 10 | 97 | 23% | -10 | 97 | -8% | nt | nt | nt
O=C(CSc1nc(O)c(Cc2ccccc2)c(=O)n1-c1ccccc1)N1CCOCC1 | -3 | 201 | 2% | 3 | 201 | -34% | -16 | 102 | 119
COc1ccc(Cc2nnc(NC(=O)CSc3ccc(C)cc3)s2)cc1OC | -10 | 137 | -5% | 10 | 137 | -27% | nt | nt | nt

Next part:
SMILES | NFkB transloc pot | NFkB transloc pot cell count 2 µM | Bcl-B TR3 displacers | NFkB transloc inh | NFkB transloc inh cell count 2 µM | PLAP inhibitors HTS | MRP reversal | MRP reversal cytotoxicity | MRP reversal with doxorubicin
Cc1ccccc1OCCN1C(=O)NC2(CCCc3ccccc32)C1=O (configuration not stated) | 18 | 167 | -2% | -18 | 167 | -11% | 18 | 98 | 80
Cc1ccc(S(=O)(=O)C(NC(=O)c2ccccc2)=C(Cl)Cl)cc1 | 25 | 184 | nt | -25 | 184 | nt | nt | nt | nt
O=C(Nc1ccccn1)C12CC3CC(CC(C3)C1)C2 | -3 | 221 | 6% | 3 | 221 | 8% | nt | nt | nt
Cc1ccc(-c2nnc(SCC(=O)n3c4c(c5ccccc53)CCCC4)o2)cc1 | -21 | 128 | -12% | 21 | 128 | -8% | -1 | 95 | 96
CCOC(=O)Nc1ccc2c(CN3C(=O)NC(CC)(CC)C3=O)cc(=O)oc2c1 | -1 | 138 | -32% | 1 | 138 | -13% | -8 | 47 | 56
Cc1cc(NC(=O)c2c([N+](=O)[O-])cnn2C)no1 | 2 | 137 | 1% | -2 | 137 | 14% | nt | nt | nt
O=C(CSc1nnc(-c2ccc(OC(F)F)cc2)o1)NCc1cccs1 | nt | nt | -3% | nt | nt | 12% | 11 | 101 | 91
CCCn1cc(S(=O)(=O)CC(=O)NC2CCCCC2)c2ccccc21 | -15 | 82 | nt | 15 | 82 | nt | 10 | 95 | 84
Cc1cc(C)n2nc(C(=O)OCCOc3ccc(F)cc3)nc2n1 | -2 | 105 | -19% | 2 | 105 | -11% | -6 | 99 | 105
Cc1ccc(S(=O)(=O)c2c(N)n(Cc3ccco3)c3nc4ccccc4nc23)cc1 | 9 | 98 | -14% | -9 | 98 | -27% | 12 | 85 | 73
O=C(NCc1ccccc1)[C@@H]1CSC2c3ccccc3C(=O)N21 (some centres not stated) | -2 | 172 | 0% | 2 | 172 | -78% | -7 | 79 | 86
COc1ccc(C2CC3(CC(C)(C)NC(=O)N3)Oc3cc(O)ccc32)cc1 (configuration not stated) | -13 | 161 | -8% | 13 | 161 | -6% | 6 | 97 | 91
O=C(Nc1ccccc1-c1nnc(SCc2ccc(Cl)cc2)o1)c1ccccc1 | 13 | 145 | 0% | -13 | 145 | 0% | nt | nt | nt
CC(=O)c1cccc(NC(=O)c2cccc(S(=O)(=O)N(C)C)c2)c1 | -8 | 162 | 2% | 8 | 162 | -9% | 0 | 93 | 93
N#CCSc1nnc(Cc2ccc3c(c2)OCO3)o1 | -1 | 118 | 2% | 1 | 118 | 9% | 11 | 93 | 82
CC(C)OC(=O)Cn1c(=O)oc2ccccc21 | -8 | 55 | 5% | 8 | 55 | 21% | -4 | 97 | 101
CN1C(=S)SC(C)(C)C1(C)NO (configuration not stated) | 1 | 158 | 4% | -2 | 158 | -5% | 3 | 87 | 84
O=C(NCCOc1ccccc1)C1CCCN1C(=O)c1cccs1 (configuration not stated) | 1 | 77 | 6% | -1 | 77 | nt | -14 | 97 | 111
CCOc1ccc2[nH]c(=O)c(CN(Cc3ccc(F)cc3)C(=O)c3ccco3)cc2c1 | -6 | 111 | -2% | 6 | 111 | 2% | -35 | 16 | 50
COC(=O)c1ccc(NC(=O)c2ccc(F)cc2)o1 | 1 | 191 | -1% | -1 | 191 | 3% | nt | nt | nt
Clc1ccc(Oc2nc(Oc3ccc(Cl)cc3)nc(N3CCOCC3)n2)cc1 | 7 | 164 | -4% | -7 | 164 | -1% | nt | nt | nt
COc1ccc(C2NC3=C(CCCC3)C(C#N)(C#N)C2(C#N)C#N)cc1 (configuration not stated) | 9 | 111 | -9% | -9 | 111 | -75% | -15 | 60 | 75
COc1ccc(CCNC(=O)c2ccc(N3CCCC3=O)cc2)cc1 | -15 | 190 | 16% | 15 | 190 | 4% | nt | nt | nt
O=C(CCn1nnc2ccccc21)Nc1nnc(COc2ccccc2F)s1 | -4 | 180 | 4% | 4 | 180 | -15% | 12 | 97 | 85
O=c1[nH]ncc(NCCCO)c1Cl | 2 | 102 | nt | -2 | 102 | nt | 5 | 95 | 89
c1ccc2c(c1)nc1n2CCN1 | 6 | 186 | nt | -6 | 186 | nt | 4 | 95 | 91
CCOc1ccc(S(=O)(=O)Nc2cc(OC)c(OC)cc2C(=O)O)cc1 | 21 | 151 | 3% | -22 | 151 | -30% | nt | nt | nt
Cc1ccc(Nc2cc(C)nc(N3CCOCC3)n2)cc1 | -26 | 167 | -11% | 26 | 167 | -17% | 11 | 79 | 68
COC(=O)CSc1ncccc1-c1nc2ccccc2[nH]1 | 17 | 126 | -4% | -17 | 126 | 9% | 16 | 82 | 67
Cc1ccc(NC(=O)CSc2nc(-c3ccco3)cc(C(F)(F)F)n2)cc1C | 10 | 107 | nt | -10 | 107 | nt | -14 | 22 | 36
Cc1cccc(Nc2ncc3c(n2)CC(C)CC3=O)c1 (configuration not stated) | -4 | 99 | 3% | 4 | 99 | 19% | 1 | 91 | 91
CC(=O)Nc1ccc(S(=O)(=O)N2CCN(C(C)CCc3ccccc3)CC2)cc1 (configuration not stated) | 4 | 58 | 1% | -4 | 58 | -65% | -2 | 82 | 83
COc1ccc(N=c2oc3c(OC)cccc3cc2C(=O)NCc2ccco2)c(OC)c1 | 7 | 99 | -10% | -7 | 99 | 14% | 1 | 100 | 99
Cc1ccc2c(c1)-c1c(ssc1=S)C(C)(C)N2C(=O)c1ccco1 | 16 | 89 | nt | -16 | 89 | nt | 4 | 105 | 102
Cc1ccccc1C(=O)Nc1cccc(NC(=S)NC(=O)c2cccs2)c1 | 12 | 164 | -5% | -12 | 164 | 6% | nt | nt | nt
COC(=O)c1ccccc1NC(=O)C1CCCN(S(=O)(=O)c2ccccc2)C1 (configuration not stated) | 2 | 151 | -6% | -2 | 151 | 16% | -11 | 73 | 84
Cc1ccc(S(=O)(=O)N(C)CC(O)Cn2c3ccccc3c3ccccc32)cc1 (configuration not stated) | 1 | 151 | -5% | -1 | 151 | -70% | 12 | 80 | 67
CC1CCCN(Cc2cccc(Oc3ccccc3)c2)C1 (configuration not stated) | 1 | 163 | -9% | -2 | 163 | -5% | 4 | 94 | 90
Cn1c(=O)[nH]c(=O)c2c1nc(SCC(=O)O)n2CCc1ccccc1 | -1 | 62 | 7% | 1 | 62 | -5% | -5 | 88 | 92

An excerpt of these results, tab-delimited.
molecule	NFkB transloc pot	NFkB transloc pot cell count 2 µM	Bcl-B TR3 displacers	NFkB transloc inh	NFkB transloc inh cell count 2 µM	PLAP inhibitors HTS	MRP reversal	MRP reversal cytotoxicity	MRP reversal with doxorubicin
Cc1ccc(Nc2cc(C)nc(N3CCOCC3)n2)cc1	-26	167	-11%	26	167	-17%	11	79	68
COC(=O)CSc1ncccc1-c1nc2ccccc2[nH]1	17	126	-4%	-17	126	9%	16	82	67

Ordered by molecular weight (highest first): some entries from above
SMILES | NFkB transloc pot | NFkB transloc pot cell count 2 µM | Bcl-B TR3 displacers | NFkB transloc inh | NFkB transloc inh cell count 2 µM | PLAP inhibitors HTS | MRP reversal | MRP reversal cytotoxicity | MRP reversal with doxorubicin
COc1ccc(N=c2oc3c(OC)cccc3cc2C(=O)NCc2ccco2)c(OC)c1 | 7 | 99 | -10% | -7 | 99 | 14% | 1 | 100 | 99
Cc1ccc(S(=O)(=O)N(C)CC(O)Cn2c3ccccc3c3ccccc32)cc1 (configuration not stated) | 1 | 151 | -5% | -1 | 151 | -70% | 12 | 80 | 67
Cc1ccc(NC(=O)CSc2nc(-c3ccco3)cc(C(F)(F)F)n2)cc1C | 10 | 107 | nt | -10 | 107 | nt | -14 | 22 | 36
COC(=O)c1ccccc1NC(=O)C1CCCN(S(=O)(=O)c2ccccc2)C1 (configuration not stated) | 2 | 151 | -6% | -2 | 151 | 16% | -11 | 73 | 84
COC(=O)CSc1ncccc1-c1nc2ccccc2[nH]1 | 17 | 126 | -4% | -17 | 126 | 9% | 16 | 82 | 67
Cc1cccc(Nc2ncc3c(n2)CC(C)CC3=O)c1 (configuration not stated) | -4 | 99 | 3% | 4 | 99 | 19% | 1 | 91 | 91

Bioassay records from PubChem.
